Hsp90 block: tumor Hsp90 inhibitors, primary screen, cell lysate, fluorescence polarization, NCI-N417 lysate; AID 429, 2006; Cy3B-geldanamycin FP displacement; Heat shock protein HSP 90-alpha (Homo sapiens), P07900; inhibition, % at 30 µM; 64,000 compounds, 0.35% hits;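 active = inhibition above 50%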;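 also: 0% = tracer plus lysate wells and 100% = tracer alone without lysate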
HTR1A agonist: human 5-HT1a receptor agonists, primary screen, cell-based, CHO, Ga15 NFAT-bla reporter. 5-hydroxytryptamine receptor 1A (Homo sapiens), P08908. CHO 5-HT1a Ga15 NFAT-bla reporter, FRET ratio; 0% basal, 100% maximal reference agonist. activation, % at 10 µM. 65,000 compounds, 0.56% hits;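 active = activation above the screen-wide mean activation plus 3 SD, cut at about 19% in these data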;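 also: 0% = DMSO wells and 100% = 5-CT at EC100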
Target sequence (P08908 whole entry, looked up): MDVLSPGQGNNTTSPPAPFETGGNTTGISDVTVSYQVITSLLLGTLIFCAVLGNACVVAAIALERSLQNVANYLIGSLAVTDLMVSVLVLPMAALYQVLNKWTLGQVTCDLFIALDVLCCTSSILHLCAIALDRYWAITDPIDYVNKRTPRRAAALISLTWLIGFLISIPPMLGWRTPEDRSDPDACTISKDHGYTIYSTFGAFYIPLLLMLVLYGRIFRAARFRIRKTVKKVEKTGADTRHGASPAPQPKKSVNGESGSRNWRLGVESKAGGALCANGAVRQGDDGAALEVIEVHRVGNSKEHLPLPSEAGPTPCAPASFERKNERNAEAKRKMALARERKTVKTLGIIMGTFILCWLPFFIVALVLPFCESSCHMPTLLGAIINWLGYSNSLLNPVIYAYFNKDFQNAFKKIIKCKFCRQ
D1 allo mod: D1 CRE-luciferase signal change, two-sided – cell-based, HEK293 D1, dopamine EC30, D1 allosteric modulator project, primary screen; D(1A) dopamine receptor (Homo sapiens), P21728; dopamine EC30 potentiation; actives deviate in either direction; B-score at 10 µM; 58,000 compounds, 5.9% hits; AID 641, 2007;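 active = luminescence count or its row- and column-corrected plate score outside the 99.7% band of the plate's sample wells, on either side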
Autofluor 339: intrinsic fluorescence of library compounds, ex339/em460 – biochemical, MLSMR library, data from DPM-DC assay, artefact control, profiling panel; compound autofluorescence, ex339/em460 nm, NADH buffer; hits give high values; 1 = no-compound wells, NADH background; 65,000 compounds, 5.5% hits; fluorescence fold increase at 10 µM;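 active = at 10 µM, mean starting fluorescence two-fold or more over control wells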;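 also: signal is the first read of a kinetic run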
NADH enzymes: inhibitors of PK/LDH coupling enzymes, profiling panel, artefact control, biochemical, MLSMR library. 65,000 compounds, 0.02% hits. AID 774, 2007. IC50, µM (doses to about 10 µM), for inactives: top-dose inhibition. coupled PK/LDH NADH assays, four targets;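 active = single-dose screening hits from any of four coupled enzyme assays that gave an IC50 when retested across doses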;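 also: the DPM-DC format reads NADH fluorescence rather than 340 nm absorbance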
E coli RNAP: E. coli RNAP inhibitors, biochemical; DNA-directed RNA polymerase subunit beta (Escherichia coli (strain K12)), P0A8V2; E. coli RNA polymerase, fluorescence transcription assay; inhibition, %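 (tested at 10 µM)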; 62,000 compounds, 0.2% hits; AID 559, 2006; in the data active = inhibition above about 20%;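 also: 0% = enzyme without compound and 100% = no enzyme blank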
HER2 expr 66K: inhibitors of Her2 protein expression, primary screen, SKBR-3 cells, AlphaScreen, 66K library; Receptor tyrosine-protein kinase erbB-2 (Homo sapiens), P04626; SKBR-3 HER2 protein level, 18-24 h; hits give low values; HER2 level % of control, % at 10 µM; 65,000 compounds, 0.69% hits; AID 645, 2007;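 active = HER2 level under 5% of the carrier-only control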;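 also: 100% = DMSO carrier and 0% = 500 nM PU-H71 HSP90 inhibitor; lower value means stronger loss of Her2 protein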
M1 antagonist: antagonists of rat M1 muscarinic receptor. B-score at 10 µM. Muscarinic acetylcholine receptor M1 (Rattus norvegicus), P08482. CHO-M1 cells, Fluo-4 calcium, ACh EC80 antagonist mode; hits give low values. AID 628, 2007. 64,000 compounds, 3.4% hits;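 active = calcium fluorescence response, raw or row-and-column corrected B-score, differing from the plate sample mean either way at a set confidence level, mostly lower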
Target sequence (P08482 whole entry, looked up): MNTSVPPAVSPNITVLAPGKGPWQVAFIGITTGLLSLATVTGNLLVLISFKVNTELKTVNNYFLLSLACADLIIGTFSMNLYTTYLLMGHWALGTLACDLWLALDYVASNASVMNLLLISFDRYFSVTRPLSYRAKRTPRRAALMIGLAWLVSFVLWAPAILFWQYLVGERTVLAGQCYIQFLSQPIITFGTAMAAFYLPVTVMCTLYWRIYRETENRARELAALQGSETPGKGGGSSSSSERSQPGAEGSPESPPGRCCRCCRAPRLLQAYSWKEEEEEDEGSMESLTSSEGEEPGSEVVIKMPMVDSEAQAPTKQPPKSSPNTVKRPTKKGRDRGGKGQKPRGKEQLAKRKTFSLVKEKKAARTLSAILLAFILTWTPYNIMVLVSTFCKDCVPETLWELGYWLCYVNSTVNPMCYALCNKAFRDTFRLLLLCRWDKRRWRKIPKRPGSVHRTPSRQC
M1 ag: M1 muscarinic receptor agonists, primary screen, CHO-M1 cells, Fluo-4 calcium, agonist mode; Muscarinic acetylcholine receptor M1; Fluo-4 calcium fluorescence; hits give high values; B-score at 10 µM; 64,000 compounds, 3% hits; AID 626, 2007;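 active = fluorescence rise, raw or as B-score row- and column-corrected plate score, outside the 99.7% band of its plate's samples, either direction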
An asterisk follows results filed as active; x = no result given; [ ] = another dose, or the depositor's remark.

SMILES	Hsp90 block	HTR1A agonist	D1 allo mod	Autofluor 339	NADH enzymes	E coli RNAP	HER2 expr 66K	M1 antagonist	M1 ag
CCCc1cc(C(N)=O)c(NC(=O)c2cc(C)on2)s1	-32	0.8	0.58	1.2	3%	1	59	0.48	-0.019
CC(C)CNC(=O)c1cccc(Cn2cc(Cl)cn2)c1	-7	-4.4	x	1	1%	4	85	0.31	-0.064
CC(C)(C)NC(=O)Cn1c(SCC(=O)NCc2cccs2)nc2ccccc21	4	1.6	-0.98	1.1	3%	-4	150	-0.19	-0.46
CCOC(=O)/C=C1\SCC(=O)N1CC(=O)Nc1ccccc1OC(F)F	-5	-5.7	0.047	1.1	0%	5	96	0.26	0.0069
N#CCOc1nc(N2CCOCC2)nc(N2CCOCC2)n1	4	-2.4	1.6	1	3%	12	70	0.81	-0.87
CC1CCN(C(=O)C(Cc2ccccc2)NS(=O)(=O)c2ccc3c(c2)oc(=O)n3C)CC1 (centres undefined)	-2	1.2	x	1.1	0%	4	100	-0.82	-1.5
Cc1ccc(-c2noc(CCC(=O)Nc3ccc(C)cn3)n2)cc1	6	-0.9	-0.8	1.1	4%	1	113	-0.011	-0.84
Cc1cc(C(=O)Nc2sc(C)c(-c3ccc(F)cc3)c2C(N)=O)no1	-1	12	-0.99	2.3*	6%	1	108	0.081	-0.0048
COc1ccc(C2CC(=O)C(C=NCCN3CCN(C(C)=O)CC3)=C(O)C2)cc1OC (centres undefined)	-2	-1.8	0.7	1.1	6%	5	125	-0.22	0.2
Cc1nc(C)n(C(C)CC(=O)O)n1 (centres undefined)	-1	-4.3	0.57	1	1%	6	99	-0.024	-0.0064
CCOC(=O)Cc1csc(NC(=O)CSc2nnc(C3CC3)n2C)n1	-3	1.6	-0.71	0.98	3%	2	200	0.62	0.043
CCOC(=O)CNC(=O)Nc1nnc(-c2ccc(OCC)cc2)o1	1	-1.1	0.06	1.5	7%	-8	96	0.19	0.23
CCOc1ccc(C2C(C(=O)OC)=CN(CCOC)C=C2C(=O)OC)cc1	-3	10	-0.78	2.5*	3%[fluoresces]	-34	179	1.5	0.0033
O=C(NC1CC1)C1CC(=O)N(C2CCCCC2)C1 (centres undefined)	1	-1.2	1	1	4%	4	88	0.1	0.26
Cn1c(SCCOc2ccc(Cl)cc2)nnc1-c1ccncc1	-3	-0.1	0.45	1	3%	3	86	-0.37	0.26
CCOC(=O)c1ccccc1NC(=O)Cn1cnc2c(cnn2-c2ccc(OC)cc2)c1=O	-3	-0.7	-0.8	1.4	2%	3	76	-0.93	-0.066
Cc1ccc(Cl)cc1N1CCN(S(=O)(=O)c2ccc3c(c2)oc(=O)n3C)CC1	-1	-0.3	x	1.1	6%	2	89	-0.29	-1.4
O=C(NCCN1CCOCC1)c1csc2c1CCCC2	-3	-5.1	-0.93	1	4%	7	115	-0.71	-0.39
O=c1/c(=C\c2cccnc2)sc2nc3ccccc3n12	-6	-2.7	0.001	1.2	6%	15	96	x	x
CC(C)CCNC(=O)C(c1cccs1)N(CC1CCCO1)C(=O)Cn1nnc2ccccc21 (centres undefined)	-2	-1.5	-0.059	1	4%	18	91	0.0038	1.5
CCOC(=O)C(C)Oc1ccc(C2NC(=O)NC(C)=C2C(C)=O)cc1Br (centres undefined)	0	0.0	0.9	1.1	10%	0	159	0	-0.1
COc1ccc(OC)c(NC(=O)c2c(NC(=O)CNCc3ccco3)sc3c2CCC3)c1	-2	4.6	3.4	2.3*	0%[fluoresces]	-5	92	0.13	-0.26
O=C(CCc1ccccc1)N1CCN(CCO)CC1	-4	-1.5	-0.19	1	2%	2	81	0.031	-0.94
CCN(CC)S(=O)(=O)c1cccc(-c2nnc(SCC(=O)c3cc(C)n(C)c3C)o2)c1	-1	0.6	1	1.1	4%	-2	72	0.0037	0.031
CCOC(=O)N1CCC(N2CCN(S(=O)(=O)CC)CC2)CC1	0	-2.4	-0.15	1	8%	7	229	0.25	-0.94
CN1CCN(C(=O)c2ccccc2NC(=O)CCN2C(=O)c3ccccc3C2=O)CC1	-3	-1.2	-0.55	1.1	8%	6	69	1.3	-0.21
O=C(COc1ccc(Cl)cc1)N1CCN(C(=O)c2cccc(F)c2)CC1	-2	-0.4	0.14	1.1	6%	8	82	0.31	0.054
CCOc1ccc(OCC)c(NC(=O)C2COc3ccccc3O2)c1 (centres undefined)	x	0.7	x	1.1	6%	10	87	0.36	0.066
C=CCn1c(Cc2csc(N)n2)nnc1SCc1ccc(C(=O)OC)cc1	-1	-0.3	0.71	1.1	4%	5	82	0.048	-0.48
Cc1noc(C)c1CSc1nnc2scc(-c3ccc(Cl)cc3)n12	-1	2.9	7.8*	1.1	1%	5	107	-0.67	0.046
COc1ccccc1NC(=O)CCSc1nnnn1C	0	-1.4	1.5	1.1	3%	-1	61	0.2	0.48
COc1ccc(CCNC(=O)C2CCC(CNc3c(N4CCCC4)c(=O)c3=O)CC2)cc1OC (centres undefined)	-2	0.6	0.18	1	7%	-1	113	-1.1	-0.25
Cc1cccn2c(=O)c(C=Nc3ccccc3)c(NCc3ccco3)nc12	-8	0.0	-0.74	1.4	4%	6	60	-0.23	-0.37
COc1cc(S(=O)(=O)N2CCN(C(=O)c3ccccc3F)CC2)c(OC)cc1NC(C)=O	0	0.7	0.029	1.1	5%	1	84	0.33	0.25
COc1ccc(NC(=O)c2cccs2)cc1OC	1	-3.4	8*	1.1	1%	2	73	-0.39	-0.66
CCOC(=O)C(C(=O)OCC)[C@@H]1CS(=O)(=O)C[C@H]1C(C(=O)OCC)C(=O)OCC	2	-5.0	-0.1	1	7%	6	168	-2.4	0.58
Cn1c(C(=O)N2CCCC(C(=O)NCCc3ccccc3)C2)cc2sccc21 (centres undefined)	1	-0.5	-0.48	1.1	6%	4	72	-6.1*	-1.1
COc1ccc(Br)cc1C1SCCN1S(C)(=O)=O (centres undefined)	0	-1.4	-2	1.2	2%	-3	126	1	1.4
Cn1nc(-c2ccc(C(=O)NCC3CCCO3)cc2)c2ccccc2c1=O (centres undefined)	-6	-3.6	2	1	3%	6	97	0.041	0.077
CCn1c(SCC(=O)Nc2nc(C)cs2)nnc1C(NC(=O)c1ccccc1Cl)C(C)C (centres undefined)	-1	0.9	-1.6	1.1	4%	3	65	0.39	0.0029

A few values from the entries so far:
In NADH enzymes, COc1cc(S(=O)(=O)N2CCN(C(=O)c3ccccc3F)CC2)c(OC)cc1NC(C)=O is listed with 5%
In M1 ag, Cc1cccn2c(=O)c(C=Nc3ccccc3)c(NCc3ccco3)nc12 is listed with -0.37
In Hsp90 block, CCn1c(SCC(=O)Nc2nc(C)cs2)nnc1C(NC(=O)c1ccccc1Cl)C(C)C (centres undefined) is listed with -1
In M1 antagonist, C=CCn1c(Cc2csc(N)n2)nnc1SCc1ccc(C(=O)OC)cc1 is listed with 0.048
In HTR1A agonist, Cn1c(C(=O)N2CCCC(C(=O)NCCc3ccccc3)C2)cc2sccc21 (centres undefined) is listed with -0.5

2 neighbouring compounds already listed:
SMILES	Hsp90 block	HTR1A agonist	D1 allo mod	Autofluor 339	NADH enzymes	E coli RNAP	HER2 expr 66K	M1 antagonist	M1 ag
Cn1nc(-c2ccc(C(=O)NCC3CCCO3)cc2)c2ccccc2c1=O (centres undefined)	-6	-3.6	2	1	3%	6	97	0.041	0.077
CCn1c(SCC(=O)Nc2nc(C)cs2)nnc1C(NC(=O)c1ccccc1Cl)C(C)C (centres undefined)	-1	0.9	-1.6	1.1	4%	3	65	0.39	0.0029

Going on with the list:
SMILES	Hsp90 block	HTR1A agonist	D1 allo mod	Autofluor 339	NADH enzymes	E coli RNAP	HER2 expr 66K	M1 antagonist	M1 ag
CCN1C(=O)CC(C(=O)Nc2ccc(F)cc2)SC1=Nc1ccc2c(c1)OCO2 (centres undefined)	8	0.1	2.2	1	4%	10	-27*	0.051	-0.032
NC(=O)c1cc2ccc(O)cc2oc1=Nc1ccccc1	1	99*	5.1*	1.9	9%	5	73	0.65	0.76
COCCCn1c(SCC(=O)Nc2ccc(C(C)=O)cc2)nc2ccccc2c1=O	3	-0.2	0.12	1.1	4%	x	122	1.2	0.89
CCOc1ccc(C(=O)Nc2cc(=O)n(C)c(=O)n2C)cc1	-2	-3.3	0.47	1.1	7%	6	104	-0.074	-0.27
CCC(=O)Nc1ccc(C(=O)Cn2nc(C(=O)O)c3ccccc3c2=O)cc1	-9	-5.4	1.4	1	6%	6	90	1.2	-0.11
CN1CCN(C(=O)c2cc3nc(-c4ccc(F)cc4)cc(C(F)(F)F)n3n2)CC1	1	-1.0	-0.34	1.4	16%	-2	112	0.02	-0.79
COC(=O)c1ccc2c(=O)n(CC3CCCO3)c(SCC(=O)Nc3ccccc3OC)nc2c1 (centres undefined)	-1	-0.8	x	1	5%	5	48	-0.1	-0.24
Cc1ccc(-n2nc(C)c3c(C)c(CCC(=O)NCc4ccco4)c(C)nc32)cc1	-1	-2.3	x	2.2*	6%[fluoresces]	4	84	-0.01	-0.033
CC(C)C(NC(=O)c1ccc(Cl)cc1)C(=O)NC1=NCCS1 (centres undefined)	1	-1.8	0.83	1.1	10%	0	x	-0.49	0.62
COCc1cc(=O)n2[nH]c(-c3cccc(Br)c3)cc2n1	-1	0.4	-0.16	1.4	6%	3	107	0.37	-0.25
COc1cccc(-n2nnc3c(=O)n(CC(=O)OCc4ccccc4)cnc32)c1	0	0.5	0.044	1.1	7%	x	134	-0.13	0.084
Cc1ccc(-c2nnc3c4ccccc4c(C)nn23)cc1S(=O)(=O)N1CCN(C)CC1	-7	2.6	9.9*	1.3	3%	10	38	-0.36	2
CC[C@@H](C)[C@H](NC(=O)OC(C)(C)C)c1nnc(S(=O)(=O)Cc2cc(C)ccc2C)o1	-3	1.0	-0.73	1.2	0%	-4	-13*	0.66	1.5
COc1ccc(NC(=O)CSc2nc3ccccc3c(=O)n2CCC(=O)N2CCCCC2)cc1	3	2.5	-0.2	1	5%	-5	81	-0.25	2.8
COc1ccc(CCNC(=O)c2nn(C)cc2Cl)cc1	-10	0.4	0.012	1.1	4%	0	79	0.73	-0.31
CCC1C(=O)N=C(SCC(=O)Nc2ccc(C(=O)OC)cc2)NC1=O (centres undefined)	4	-0.4	0.076	1.1	4%	-3	85	-0.14	-0.37
O=C(NC1CC1)c1ccc(S(=O)(=O)NCC2CCCCC2)cc1	1	-1.7	-0.0062	1	2%	5	99	0.039	-0.74
COc1ccccc1NC(=O)N1CCCC1C(=O)Nc1ccc(NC(C)=O)cc1 (centres undefined)	-1	-1.7	-0.036	1.1	8%	4	141	-0.37	-0.14
CN1C(=O)c2c(sc3c2CCCC3)NC1c1ccccc1O (centres undefined)	5	-0.8	-0.51	1.1	1%	3	194	-2.7*	-0.46
CC(C)CCNC(=O)NC(=O)CSc1nnc(COc2ccccc2Cl)o1	-3	2.0	2.5	1	2%	7	102	-0.14	-0.049
COc1nc(N(C)C)nc(-n2nnc(C(C)=O)c2C)n1	-3	-0.6	1.8	1.1	3%	3	112	-0.27	-0.019
O=C(CSc1ncnc2ccccc12)Nc1ccc(N2CCOCC2)cc1	1	-2.0	0.024	1.1	7%	x	76	-0.12	-0.14
O=C(OCCN1C(=O)c2ccccc2C1=O)c1cc(S(=O)(=O)N2CCOCC2)ccc1F	-2	0.1	12*	1	7%	2	96	0.032	-0.84

Bioassay records (PubChem)
